Source: PubChem BioAssay (National Center for Advancing Translational Sciences (NCATS))
SMN2 splice enh: qHTS Assay for Enhancers of SMN2 Splice Variant Expression. HEK293 SMN2-luciferase splicing reporter, luminescence, 30-36 h. hit rate 2.8% among 210,000. Potency, µM (series often up to 46.1 µM), without a hit: top-dose activity change, positive = activation, most hits filed as activators. AID 1458, 2008; note: potency is the fitted concentration of half-maximal effect; % of control where 0% means no effect; nearly all actives have a fitted effect of over 55% in size
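HEK293 cells carry an SMN2 minigene-luciferase reporter in which exon 7 inclusion puts luciferase in frame. Cells were seeded at 2000 cells/well, attached for 10-12 hours, then exposed to compounds for 30-36 hours at 37C before ONE-Glo luminescence.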
Lamin A splicing: qHTS Assay for Modulators of Lamin A Splicing. hit rate 0.01% among 200,000. Potency, µM (highest dose often 46.1 µM), for inactives: at the top dose ratio change, negative = inhibition, actives largely listed as inhibitors. HeLa LMNA splicing GFP/RFP minigene ratio, 48 h; active = well fitted inhibition curve with a large enough effect in the signal ratio, with a control signal flat, not every such curve was filed as active; inconclusive = small, poorly fitted or top-dose-only effect, or effect the other way, or a change in a side signal; the % refers to the signal ratio; note: potency is the fitted concentration of half-maximal effect; % is set by controls: 0 for no effect and ±100 for the full control effect
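S3 HeLa cells stably expressing lamin A-EGFP splicing minigene plus DsRed2, 600 cells/well, 48 h compound exposure at 37C. Laser-scanning cytometry; analysed as GFP (500-530 nm)/RFP (575-640 nm) total intensity ratio; 0.5% DMSO vehicle.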
HTT aggregate: qHTS Multiplex Assay to Identify Dual Action Probes in a Cell Model of Huntington: Aggregate Formation (GFP) | PC12 HttQ103-GFP aggregates, Acumen cytometry, 40 h | Potency, µM (highest dose often 46.1 µM), for the others: at the highest dose activity change, negative = inhibition, actives largely listed as inhibitors | hit rate 1.1% among 220,000 | AID 1688, 2009; note: potency is the fitted concentration of half-maximal effect; % is set by controls: 0 for no effect and ±100 for the full control effect; nearly all actives have a fitted effect of over 60% in size
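PC12 cells with ecdysone-inducible HTT exon1 Q103-GFP, induced by 100 nM tebufenozide, given compounds in a concentration series. GFP aggregates (1–25 um, 6 SD above background) counted in lysates by laser-scanning cytometry, 488 nm excitation.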
CBFb RUNX1 block: qHTS Assay for Compounds Blocking the Interaction Between CBF-beta and RUNX1 for the Treatment of Acute Myeloid Leukemia; AlphaScreen CBFb-His/RUNX1-biotin binding, biochemical; Potency, µM (top dose mostly 59.8 µM), inactives show at the highest dose activity, negative = inhibition, most hits filed as inhibitors; 230,000 tested, under 10 active; AID 1477, 2009; note: % of control where 0% means no effect
Target sequence (Q01196 whole entry, looked up): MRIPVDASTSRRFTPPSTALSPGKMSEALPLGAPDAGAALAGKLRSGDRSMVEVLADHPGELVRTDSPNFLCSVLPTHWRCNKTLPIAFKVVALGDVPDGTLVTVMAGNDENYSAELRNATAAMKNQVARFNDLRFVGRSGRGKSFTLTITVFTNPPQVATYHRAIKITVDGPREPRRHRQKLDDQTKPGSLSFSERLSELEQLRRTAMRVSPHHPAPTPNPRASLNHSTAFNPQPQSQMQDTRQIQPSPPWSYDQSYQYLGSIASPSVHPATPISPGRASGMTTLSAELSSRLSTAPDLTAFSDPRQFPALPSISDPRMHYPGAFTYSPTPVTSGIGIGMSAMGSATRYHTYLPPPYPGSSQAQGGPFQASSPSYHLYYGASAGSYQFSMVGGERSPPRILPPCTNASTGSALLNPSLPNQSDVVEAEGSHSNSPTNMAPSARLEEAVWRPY
Target sequence (Q13951 whole entry, looked up): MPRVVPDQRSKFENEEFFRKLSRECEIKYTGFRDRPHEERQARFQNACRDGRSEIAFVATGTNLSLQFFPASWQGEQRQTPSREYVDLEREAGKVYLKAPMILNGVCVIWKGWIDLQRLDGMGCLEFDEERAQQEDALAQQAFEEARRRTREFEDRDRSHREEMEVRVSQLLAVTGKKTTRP
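CBFb-His/RUNX1-biotin, 30 nM each, preincubated 20 min RT; compound 15 min RT; Ni + streptavidin beads 50 ng each, 90 min RT; AlphaScreen read.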
IMPase Li cell: qHTS Assay for Identifying the Cell-Membrane Permeable IMPase Inhibitors: Potentiation with Lithium. CHO-M1 cells, IP1 TR-FRET (IP-One), carbachol + lithium. Potency, µM (titrated, usually from 59.4 µM), for the others: at the top dose activity, negative = IMPase inhibition, actives largely listed as inhibitors. hit rate 0.35% among 210,000;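 note: IP1 builds up when IMPase is blocked and the TR-FRET signal falls; potency is the fitted concentration of half-maximal effect; plate controls were basal vehicle for no effect and high inhibitor control for full effect; nearly all actives have a fitted effect of over 50% in size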
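CHO cells stably expressing M1 receptor (2000/well) were cultured 16–30 h, then exposed to compounds with a small lithium addition for 30 min at 37C. IP1 was measured by TR-FRET competition; AC50 from Hill fits.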
HTT ATP protect: qHTS Multiplex Assay to Identify Dual Action Probes in a Cell Model of Huntington: Cytoprotection (ATP); PC12 HTT-Q103 induced, cytoprotection, ATP luminescence, 40 h; Potency, µM (titrated, usually from 56.4 µM), for the others: cytoprotection (ATP increase), most hits filed as activators; hit rate 0.14% among 230,000; AID 1471, 2008;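 note: potency is the fitted concentration of half-maximal effect; % of control where 0% means no effect; nearly all actives have a fitted effect of over 45% in size; toxic huntingtin expression switched on by the ecdysone agonist tebufenozide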
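Compounds added alongside 100 nM tebufenozide, which induces toxic Q103 huntingtin exon 1-GFP in stable PC12 cells; surviving cells quantified by luminescent ATP measurement. Medium: phenol red-free DMEM, 5% equine and 5% calf serum.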
Luc counter: Counterscreen for Luciferase (Kinase-Glo TM) Inhibition | AID 1379, 2008 | Potency, µM (series often up to 38.3 µM), for the others: at the top dose activity change, negative = inhibition, hits mostly inhibitors | hit rate 0.28% among 200,000 | Kinase-Glo luciferase, ATP luminescence, 8 min; note: potency is the fitted concentration of half-maximal effect; % is set by controls: 0 for no effect and ±100 for the full control effect; nearly all actives have a fitted effect of over 60% in size
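Substrate mix (final 50 mM imidazole pH 7.2, 50 mM KCl, 7 mM MgCl2, 10 uM ATP, 0.01% Tween 20, 0.05% BSA) plus pin-tool compound, then Kinase-Glo detection mix; 8 min ambient, luminescence read.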
* marks the source's active call; other numbers are inactive results; ? = inconclusive; . = no result given; & = joins results of further samples; [ ] = remark or other dose. Unless noted, calls come from the whole dose curve; as a rule, active = well fitted curve in the direction sought with a large enough effect; inconclusive = small, poorly fitted or top-dose-only effect, or another doubt; inactive = no such curve, though single readings can be large; an effect the other way counts as inactive or inconclusive.

| canonical_smiles | SMN2 splice enh | Lamin A splicing | HTT aggregate | CBFb RUNX1 block | IMPase Li cell | HTT ATP protect | Luc counter |
| --- | --- | --- | --- | --- | --- | --- | --- |
| CSc1nc(C)cc(SCC(=O)Nc2ccccc2)n1 | -14% | ? | -11% | 4% | 26%[38.3 µM] | 2% | 0% |
| CCOC(=O)N1CCC(N(C(=O)Nc2ccccc2)C(C)CC)CC1 (configuration not stated) | -28% | -3%[0.0737 µM] | 0% | 2% | 1%[38.3 µM] | -8%[0.074 µM] | 0% |
| CCCc1cc(=O)n2[nH]c(SCc3ccccc3)nc2n1 | . | 0% | -2% | 4% | 14%[38.3 µM] | -13%[0.074 µM] | -3% |
| CCCCC(=O)Nc1nc(C)c(-c2csc(Nc3ccccc3OC)n2)s1 | -11% | 6% | ? | -11% | 14%[38.3 µM] | -43%[inhibitor] | 6% |
| CCCNC(=O)c1c(CSc2ccccc2)noc1C(=O)NCc1ccccc1 | . | . | -4%[9.22 µM] | -6% | . | 3%[10 µM] | . |
| Cc1cc(C)n2c(SCc3cccs3)nnc2n1 | -6% | 2% | -16% | 11% | 25%[38.3 µM] | -18%[0.074 µM] | -3% |
| COc1ccc(C(=O)NC2=Nc3ccccc3N=C(C)C2c2ccccc2)cc1 (configuration not stated) | . | . | -2%[9.22 µM] | 7% | . | -6%[10 µM] | . |
| CC(=O)Nc1cccc(OCCCNC(=O)C2CCC2)c1 | . | . | 0%[9.22 µM] | 4% | . | 8%[10 µM] | . |
| O=C(NCCC1=CCCCC1)C1CCCN(c2nc3ccccc3o2)C1 (configuration not stated) | -14% | 4%[0.0737 µM] | 15% | 5% | 7%[38.3 µM] | 2%[0.074 µM] | 3% |
| O=C(NC1CS(=O)(=O)CC1NCc1ccccc1)c1ccccc1 (configuration not stated) | -6% | 5% | -12% | 7% | 2%[38.3 µM] | -20%[10 µM] | 13% |
| CCN1C(=O)N(c2ccc(Cl)cc2)C(C)=CC1(C)C | -31%[inhibitor] | 4% | -14% | 3% | 24%[38.3 µM] | -21% | -8% |
| CC(C)c1nnc(NC(=O)CC(=O)Nc2ccccc2C(=O)O)s1 | -17% | 6% | -5% | -1% | -1%[38.3 µM] | -33%[0.074 µM] | -14% |
| CNC(=S)/N=C/NOCc1c(Cl)cccc1Cl | -13% | ? | ? | 1% | -3% | -11%[10 µM] | 0% |
| C=CCN(C(=O)c1cc(C)cc(C)c1)C1(C(=O)Nc2ccccc2)CCN(C(C)C)CC1 | 11% | . | 3% | 10% | 1% | -34%[inhibitor] | -1% |
| Cc1cc(NC(c2ccc(Cl)cc2)c2ccc3cccnc3c2O)no1 (configuration not stated) | -85%[inhibitor] | -25% | -40%[9.22 µM] | ? | 11%[38.3 µM] | -37%[inhibitor] | 0% |
| Cn1ncc(Br)c1C(=O)Nc1ccc(Cl)cn1 | 17% | -11% | -4% | 10% | ? | -25%[10 µM] | 0% |
| C=CCNC(=O)COC(=O)c1ccc(Cl)c(S(=O)(=O)N(Cc2ccccc2)c2ccccc2)c1 | 24% | -23% | 1% | -4% | 1% | 4%[10 µM] | 2% |
| COc1ccc(C(=O)Nc2ccc(OC)c(OC)c2)cc1 | 11µM* | -7% | -14% | 11% | -6%[38.3 µM] | -50%[inhibitor] | -10% |
| FC(F)(F)c1cc(-c2ccco2)nc(N2CCN(Cc3ccccc3)CC2)n1 | -5% | -19% | 1% | 9% | 7%[38.3 µM] | 31% | -5% |
| O=C(CN(CC1CCCO1)S(=O)(=O)c1ccc(S(=O)(=O)NC2CC2)cc1)Nc1ccccc1 (configuration not stated) | -5% | -3% | 3% | 2% | 10% | -1%[10 µM] | -1% |
| CCC(=O)c1c(NC(CC)CO)cc(C)oc1=O (configuration not stated) | 5% | 20%[46 µM] | 30% | 1% | 5% | -29% | 0% |
| COc1ccc(N2C(=O)CC2(/C=C/c2ccccc2OC)C(=O)NC2CCCC2)cc1 (configuration not stated) | 13% | ? | 0% | -1% | 11% | 1%[1.9 µM] | 1% |
| CC(C)=CCC/C(C)=C/CC/C(C)=N/O | -28% | 3% | -4% | 10% | 0%[38.3 µM] | -17% | 5% |
| CCn1c(CSCc2ccc(Cl)cc2)nnc1SCC(=O)Nc1cccc(C(=O)O)c1 | . | . | 3% | 15% | . | -11% | . |
| CCc1ccc(OCC(=O)NN2Cc3ccccc3C2=N)cc1 | -6% | . | 10% | 0% | -3% | -4% | -1% |
| O=C(Nc1nc(-c2ccccn2)cs1)C1CC1 | ? | ? | -30% | ? | 5% | -17% | 0% |
| Cc1cc(C(=O)O)c(=O)[nH]c1C | 2% | 6% | -5% | 2% | -28%[38.3 µM] | 10% | -2% |
| O=C(O)c1nc(-c2ccccc2)n(-c2cccc(C(F)(F)F)c2)n1 | -6% | . | 5% | 24% | -23% | -52% | 3% |
| COc1ccc(-c2nc3n(n2)C(c2ccncc2)C(C(N)=O)=C(C)N3)cc1 (configuration not stated) | 8% | 12% | 25% | 3% | 2%[38.3 µM] | 1% | -3% |
| Cc1nn2c3ccccc3nc2n(C)c1=O | -7% | 1% | -12% | 1% | -3%[38.3 µM] | 7% | -3% |
| O=C(O)c1ccc(S(=O)(=O)c2ccc3c(c2)C(=O)N(NC(=O)c2ccccc2)C3=O)cc1 | -19% | . | -13% | 9% | -8% | -20% | -5% |
| Cc1cccc(C(=O)N/N=C/c2ccc(OCC(=O)N3CCCCC3)cc2)c1 | -5% | 9% | 22% | 2% | -3%[38.3 µM] | -28% | -1% |
| Cc1csc(SCC(=O)O)n1 | -17% | -3% | -3% | -4% | 4%[38.3 µM] | -5% | -1% |
| CC(=O)/C(C=Nc1noc(C)c1Br)=C(\C)O | . | . | 8%[9.22 µM] | -24% | . | -11%[10 µM] | . |
| COC(=O)C1=C(C)NC(=O)C1(NS(=O)(=O)c1ccc(C)cc1)C(F)(F)F (configuration not stated) | 10% | -4% | 16% | 2% | 4%[38.3 µM] | -28% | -5% |
| COCCCNC(=O)c1c[nH]c2ccc(S(=O)(=O)N3CCC(C)CC3)cc2c1=O | . | . | 6% | -2% | -9% | -11% | . |
| Cc1cc(C(=O)OCC(=O)Nc2cc(C(F)(F)F)ccc2N2CCOCC2)c(C)o1 | -14% | ? | -10% | 3% | 9%[38.3 µM] | -9%[10 µM] | -4% |
| C/C(CC(=O)Nc1ccccn1)=N\NC(=O)c1cccc(C)c1 | . | . | -2%[9.22 µM] | 3% | 11% | -23%[10 µM] | -5% |
| NNC(=O)c1cc(-c2ccc(O)cc2)nc2ccc(Br)cc12 | . | ? | -1%[9.22 µM] | 12% | . | -2%[10 µM] | . |
| O=C(NC(=S)Nc1ccc(NC(=O)c2cccs2)cc1)c1ccc([N+](=O)[O-])cc1 | . | -8% | 15% | 7% | . | 16%[10 µM] | . |
| COc1ccc(/C=C/C(=O)N2CCNC(=O)C2)c(OC)c1 | ? | ? | 14% | 8% | 5% | -19% | -1% |
| Cc1[nH]c2c(C(=O)N3CCCC(CCC(=O)NCc4ccccc4F)C3)cccc2c1C (configuration not stated) | -12% | . | 11%[9.22 µM] | 1% | 15% | 10%[10 µM] | 0% |
| C/C(=N\O)C(=O)NCCN(C)C | -10% | -5% | 1% | 8% | -4% | 31%[10 µM] | -4% |
| Cc1cc(Sc2nc(N)ncc2[N+](=O)[O-])ncn1 | 15% | ? | ? | 8% | 4% | -153%[inhibitor] | 0% |
| N#Cc1c(F)cccc1N1CCC(C#N)CC1 | . | . | 3%[9.22 µM] | 3% | . | -9%[10 µM] | . |
| CCN1CCN(C(=S)Nc2ccc([N+](=O)[O-])cc2)CC1 | ? | -23% | 10% | 7% | 4% | 1%[10 µM] | 2% |
| O=C(NC1CCCCC1)C1CCN(S(=O)(=O)c2cccc3cccnc23)CC1 | -7% | -1% | 22% | 0% | -5%[38.3 µM] | -10% | -3% |
| CCOc1ccc(CC2S/C(=N/c3ccccn3)NC2=O)cc1 (configuration not stated) | -6% | -5% | -13% | 8% | 3%[38.3 µM] | 13% | 1% |
| Cc1ccc(CS/C(Nc2ccccc2C)=C(\C#N)C(N)=O)c(C)c1 | -7% | ? | 19% | -1% | 18% | 36%[10 µM] | 2% |
| CCOc1cc(NC(=O)C2CC2)c(OCC)cc1NC(=O)CCn1nnc2ccccc21 | 1% | 1% | -3% | 0% | 7% | 25%[10 µM] | 3% |
| C/C=C/c1ccc(OCCCCNCc2ccco2)c(OC)c1 | -18% | ? | 24% | -2% | 17% | -14% | -6% |
| COC(=O)c1cc(CSC(=N)N)ccc1OCCC(C)C | . | . | -8%[9.22 µM] | -13% | . | 23%[10 µM] | . |
| CC1(c2ccccc2)CC(c2ccccc2)=Nc2ccccc2N1 (configuration not stated) | . | . | 16%[9.22 µM] | 1% | . | 28%[10 µM] | . |
| COc1cc(OC)c(C2C(C(=O)Nc3ccccc3)=C(C)Nc3ncnn32)cc1OC (configuration not stated) | 7%&-8% | -8% | 9% | -1% | -11%[38.3 µM] | 4% | -3% |
| COC(=O)c1ccccc1NC(=O)NCc1ccccn1 | -6% | -5% | 17% | 0% | 2% | 0%[10 µM] | -5% |
| COc1ccc(N/C=C/C(=O)c2ccc(OC)c(OC)c2)cc1 | . | . | -14%[9.22 µM] | -2% | . | -26%[10 µM] | . |
| CC(C)c1ccc(N(CC(=O)NCCSCc2ccco2)S(C)(=O)=O)cc1 | -11% | 16%[46 µM] | . | -7% | 8% | . | -4% |
| C[C@@H]1C(=O)NC2=Nc3cccc(Cl)c3CN21 | -26% | ? | 2% | -10% | 1% | ? | -4% |

A second format for 2 compounds above:
Values run as follows: SMN2 splice enh, Lamin A splicing, HTT aggregate, CBFb RUNX1 block, IMPase Li cell, HTT ATP protect, Luc counter
NNC(=O)c1cc(-c2ccc(O)cc2)nc2ccc(Br)cc12
→ ., ?, -1%[9.22 µM], 12%, ., -2%[10 µM], .
O=C(NC(=S)Nc1ccc(NC(=O)c2cccs2)cc1)c1ccc([N+](=O)[O-])cc1
→ ., -8%, 15%, 7%, ., 16%[10 µM], .
